EP2 modulator: EP2 receptor modulators, cAMP readout, primary screen, cell-based, HTRF cAMP, PGE2 stimulation; 0.83% of 260,000 active; EP2-expressing cells, cAMP HTRF FRET, PGE2 co-stimulation; Prostaglandin E2 receptor EP2 subtype (Homo sapiens), P43116; induction, % at 25 µM;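 active means compounds whose cAMP rise, as percent of the full-agonist control response, exceeds 60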;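 further: rat C6 glioma line stably carrying human EP2 under a CMV promoter; the protocol text gives 20 µM as final concentration; 100% = response of wells given 1 µM PGE2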
Target sequence (P43116 whole entry, looked up): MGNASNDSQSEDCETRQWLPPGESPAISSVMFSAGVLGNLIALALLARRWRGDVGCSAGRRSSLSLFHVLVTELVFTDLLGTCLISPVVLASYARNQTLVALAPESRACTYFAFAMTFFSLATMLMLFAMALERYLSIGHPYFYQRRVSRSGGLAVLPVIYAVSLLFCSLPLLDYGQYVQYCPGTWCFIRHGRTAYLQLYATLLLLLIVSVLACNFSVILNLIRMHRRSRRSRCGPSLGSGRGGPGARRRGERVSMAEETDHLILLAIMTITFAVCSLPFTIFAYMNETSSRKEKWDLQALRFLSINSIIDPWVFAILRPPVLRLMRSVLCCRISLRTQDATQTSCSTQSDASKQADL
EP2 antag: human EP2 receptor antagonists, primary screen, TR-FRET cAMP, C6 glioma cells. Prostaglandin E2 receptor EP2 subtype (Homo sapiens), P43116. C6 glioma cells expressing human EP2; cells stimulated with saturating PGE2. inhibition, % at 25 µM. 0.52% of 260,000 active. AID 1422, 2008;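 active means percent inhibition above 40 after rounding to a whole number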;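 further: rat C6 glioma host cells with rolipram phosphodiesterase inhibitor present; the protocol text gives 20 µM as final concentration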
* hit, by the source's call. Not all compounds are listed; the hit share may differ from the screen's.

compound	EP2 modulator	EP2 antag
CCc1c(C)[nH][n+]2cnn(Cc3ccccc3Cl)c2c1=O	-6	14
O=C(CN1C(=O)c2cccc3cccc1c23)N1CCC(Cc2ccccc2)CC1	-94	11
CCc1c(C)nc(N)n2c(SCC(=O)Nc3ccc(N4CCCCC4)cc3)nnc12	18	6
Cc1ccc(C(C)C)cc2c(C)ccc1-2	24	11
CCOC(=O)CSc1nnc(-c2ccc(Cl)cc2)o1	51	13
c1ccc(C(CCN2CC3CCC(CC3)C2)c2ccccc2)cc1	21	38
CNc1ncc(CN(Cc2ccc(OC)c(OC)c2)CC2CCCO2)cn1 (centres undefined)	4	9
CCOC(=O)C1=C(C)Nc2nnnn2C1c1ccc(F)cc1 (centres undefined)	12	8
NCCSc1nc(-c2ccccc2)c(-c2ccccc2)o1	42	10
O=C(Cn1ncc2cccn2c1=O)OC1CCCCC1	-33	0
COc1ccc2[nH]c(=O)c(CN(Cc3ccco3)S(=O)(=O)c3ccc(F)cc3)cc2c1	-76	13
Cc1cc2cc3c(cc2n2c(=O)n(CC(=O)N4CCCC5CCCCC54)nc12)OCO3 (centres undefined)	-29	7
NC(=O)COc1ccc(Cl)cc1C1C2=C(CCCC2=O)OC2=C1C(=O)CCC2	12	12
O=C(OCC#CCSc1nc2ccccc2s1)C1=CC2C=CC=CC2OC1=O (centres undefined)	-67	6
Cc1cc2ccccc2n2c(=O)n(CC(C)NC(=O)C3CCCO3)nc12 (centres undefined)	19	10
CCc1nnc(NC(=O)CSc2nnc(-c3ccoc3C)n2C)s1	-8	12
COc1ccccc1OC1OC2COC(C)(C)OC2C(O)C1NC(C)=O (centres undefined)	-3	8
CCC(=O)N(Cc1ccccc1Cl)Cc1cc2cccc(C)c2n2nnnc12	-23	5
CNC(=O)c1c(N)no[n+]1[O-]	-7	7
COc1ccc(C(=O)/C=C/Nc2ncccc2C)cc1OC	-75	20
COc1ccc(C(NC(=O)Cn2ccc3ccc(F)cc32)c2ccncc2)cc1 (centres undefined)	-13	7
Cc1ccccc1NC(=O)CCN1CCCC(C)C1 (centres undefined)	0	18
Cc1ccc(C)c(C(=N)c2ccccc2Cc2ccccc2)c1	15	6
COc1cc2cc(C#N)c(SCC(=O)N3CCCCC3)nc2cc1OC	-1	9
COc1ccc(NC(=O)Cn2cc(C(C)=O)c3ccccc32)cc1	-73	6
COC(=O)c1c(NC(=O)c2cccc(OC)c2)sc(C(=O)NC2CCCCC2)c1C	-16	9
Cc1cccn2cc(Cn3ccccc3=O)nc12	9	17
CCOc1ccc(N(CC(=O)N2CCCC2)S(=O)(=O)c2ccccc2)cc1	-5	10
Cc1ccc(Cn2c(N3CCNCC3)nc3c2c(=O)[nH]c(=O)n3C)cc1	-30	9
CC(C)(C)NC(=O)CN(C(=O)c1snc(C(=O)NC2CCCCC2)c1N)c1ccc(Cl)cc1	16	10

Entries of single compounds from above.
Results for CCOc1ccc(N(CC(=O)N2CCCC2)S(=O)(=O)c2ccccc2)cc1 = EP2 modulator = -5; EP2 antag = 10
Results for Cc1cc2ccccc2n2c(=O)n(CC(C)NC(=O)C3CCCO3)nc12 (centres undefined) = EP2 modulator = 19; EP2 antag = 10
Results for COc1ccc(NC(=O)Cn2cc(C(C)=O)c3ccccc32)cc1 = EP2 modulator = -73; EP2 antag = 6

(cont.)
compound	EP2 modulator	EP2 antag
O=C(Cn1ncc2cccn2c1=O)Nc1cccc(F)c1	-43	4
CC(=O)Nc1cc2nc(N)sc2cc1C	-5	5
CCC(CN1CCOCC1)NC(=O)Cc1c(C)[nH]c2ccc(F)cc12 (centres undefined)	-29	10
O=C(Nc1ccc2c(c1)OCO2)c1cc2nc(-c3ccco3)cc(C(F)(F)F)n2n1	-19	6
Cc1ccccc1C(C(=O)NC1CCCC1)N(Cc1ccco1)C(=O)Cn1nnc2ccccc21 (centres undefined)	10	13
CCOC(=O)C1CCN(C(c2cc3cc(C)ccc3[nH]c2=O)c2nnnn2CCOC)CC1 (centres undefined)	-55	14
COCCCNC(=S)N(Cc1cc2ccc(C)cc2[nH]c1=O)C1CCCCC1	-24	31
COCCn1nnnc1C(c1cc2c(C)ccc(C)c2[nH]c1=O)N1CCC(Cc2ccccc2)CC1 (centres undefined)	-16	23
O=c1[nH]c2cc3c(cc2cc1CN(CCCO)Cc1nnnn1Cc1ccc(F)cc1)OCCO3	-27	20
COc1ccc(C(=O)Nc2ccc3oc(=O)ccc3c2)cc1	-85	10
CCc1nnc(NC(=O)/C=C/c2ccccc2)s1	-24	11
CCOc1ccc(N(CC(=O)N2CCN(c3ccc(F)cc3)CC2)S(C)(=O)=O)cc1	-40	4
Nc1sc2c(c1C(=O)c1ccc(Cl)cc1)CCC2	83*	15
COc1ccc(CN2CCC(O)(c3ccccc3F)CC2)cc1Cn1ccnc1C	-35	7
NC(=O)NC(=O)[C@H]1CCCC[C@@H]1C(=O)O	20	11
COc1ccc(NC(=O)C2CCCN(S(=O)(=O)c3ccc(C)cc3)C2)c(OC)c1 (centres undefined)	-16	10
Nc1cc(-c2cccs2)nn(CC(=O)N(c2ccccc2)c2ccccc2)c1=O	-13	5
Cc1ccc(NC(=O)C(C)Oc2ccc3c(C)cc(=O)oc3c2)cc1C (centres undefined)	-7	5
CCC(=O)N(Cc1cc2ccc(C)cc2n2nnnc12)CC1CCCO1 (centres undefined)	1	7
Cc1cc(C)cc(-n2c(SCC(N)=O)nnc2-c2cccnc2)c1	-8	7
NC1(C(=O)OCc2ccccc2)CCCC1	8	43*
O=S(=O)(O)c1cc(O)c2c(O)c(N=Nc3cccc4ccccc34)c(S(=O)(=O)O)cc2c1	-14	57*
C=Cn1cc(CN(CCCN2CCOCC2)Cc2ccc(C)o2)c(C)n1	4	8
N#Cc1cc(-c2cccc(Cl)c2Cl)no1	-94	13
CC(NC(=O)c1nccc2ccccc12)c1nc(-c2cccnc2)n[nH]1 (centres undefined)	-41	10
COc1ccccc1CN1CCN(C(=O)c2ccc(OC)c(OC)c2)CC1	-46	3
Cc1ccc(C(=O)CSc2nc3cc4c(cc3cc2C)OCO4)cc1	-23	7
CCn1c(SCC(=O)N2c3ccccc3Sc3ccccc32)nnc1-c1ccccc1	17	9
O=C(CSc1nnc(-c2ccco2)o1)N1c2ccccc2Sc2ccc(Cl)cc21	21	11
CC1CCN(CC(=O)NCCN2CCC(O)(c3ccc(F)cc3)CC2)CC1	-27	11
COc1ccc(C2/C(=C(/O)c3ccccc3)C(=O)C(=O)N2CC#N)c(OC)c1 (centres undefined)	17	10
COC(=O)CN1C(=O)C2(SC(NC(C)=O)=NN2C(C)=O)c2cc(C)ccc21 (centres undefined)	-13	5
Cc1ccc2nc(CCc3nc4ccc(C)cc4[nH]3)[nH]c2c1	-60	6
COc1ccc(CCNC(=O)C(C)OC(=O)c2cc3oc(C)cc3n2C)cc1OC (centres undefined)	-97	8
COc1cc(CN2CCN(C(=O)c3cc(OC)c(OC)c(OC)c3)CC2)cc(OC)c1O	-33	8
CN(C)c1ccc(C2N([C@H](C#N)c3ccc(N(C)C)cc3)CCCN2[C@@H](C#N)c2ccc(N(C)C)cc2)cc1 (some centres undefined)	7	31
COc1cc2cc(CN(CCN(C)C)C(=O)Nc3ccc(F)cc3)c(=O)[nH]c2cc1OC	-32	13
COc1ccc(-c2nnc(NC(=O)CC3CCCCC3)s2)cc1	4	10
COc1ccc(N(CC(=O)NC2CCCCC2)C(=O)c2snc(C(N)=O)c2N)cc1	-28	10
C=CCc1ccc(-c2ccc(I)cc2)nc1	13	13
Cc1cc(C)c2cc(CN(Cc3cccs3)C(=O)Nc3ccccc3)c(=O)[nH]c2c1	-43	11
Cc1ccc(NC(=O)CN2C(=O)C(C)(C)Oc3ccc(C(=O)NC(C)C)cc32)cc1C	-5	11
CC(C(=O)O)c1cccc(Oc2ccccc2)c1 (centres undefined)	-14	18
NS(=O)(=O)c1cccc2c1c([N+](=O)[O-])cc1nc(O)c(O)nc12	8	12
O=C1NC2(CCN(C(=O)C3CCCC3)CC2)Nc2ccccc21	-3	8
O=C(NCc1ccccc1)C1CCN(c2cnccn2)CC1	-8	6
CC(=O)Nc1ccc(NC(=O)C2CCCN(S(=O)(=O)c3ccc(C)cc3)C2)cc1 (centres undefined)	-29	10
COCCNC(=S)N1CCC(C(=O)c2ccc(C)cc2)CC1	-8	6
CCOC(=O)CNC(=O)CSc1nnc(COc2ccc(C)cc2)n1C	1	6
COc1ccc(-c2nnc(SCC(=O)c3ccc(C)cc3)o2)cc1OC	10	12
CC(=O)N1CCCc2cc(C(O)CN(C)Cc3ccccc3)ccc21 (centres undefined)	-14	6
Cc1cc2cc(CN(CC3CCCO3)C(c3nnnn3C3CCCCC3)C(C)C)c(=O)[nH]c2cc1C (centres undefined)	49	14
N#Cc1c(NC(=O)CCC(=O)O)ccc2ccccc12	27	12
CC(=O)C1=C(O)C(=O)N(c2ccc(C)cc2)C1c1cccnc1 (centres undefined)	5	9
Cc1nn(CC(=O)O)c(=O)c2cc3occc3n12	5	6
Cc1cc(C)c2cc(C#N)c(SCC(=O)N3CCc4ccccc43)nc2c1	36	11
COc1cccc(NC(=O)Cn2nc(-c3ccco3)cc(N)c2=O)c1	-5	7
CCOC(=O)Cc1csc(NC(=O)CSc2nnc3c(C)cc4cc(CC)ccc4n23)n1	22	4
COc1ccc2[nH]c(=O)c(CN(Cc3ccc4c(c3)OCO4)Cc3nnnn3C(C)(C)C)cc2c1	16	15
c1ccc(-c2cc(-c3nnc(-c4ccncc4)o3)c3ccccc3n2)cc1	80*	8

Continued:
Molecule | EP2 modulator | EP2 antag
COc1ccc(OC)c(C(=O)CSc2nnc(-c3ccc(C(C)(C)C)cc3)o2)c1 | 28 | 8
CCOC(=O)CSc1nnc(-c2cccs2)o1 | 9 | 9
CC1Oc2ccccc2N(CC(=O)NCCO)C1=O (centres undefined) | -18 | 11
COc1ccccc1C1(O)CCCN(C(=O)COc2ccc3nsnc3c2)C1 (centres undefined) | -60 | 55*
COc1ccc(C2CCN(C(=O)c3ccc4c(c3)OCO4)CC2)cc1 | -48 | 3
O=C(COc1ccc(S(=O)(=O)NC2CCCC2)cc1)NCc1ccc2c(c1)OCO2 | -15 | 9
COCCCn1c(SCC(N)=O)nnc1-c1ccco1 | -27 | 7
COc1ccc2c(c1)OC/C(=C/c1ccc(OC)c(OC)c1)C2=O | -12 | 15
Cn1c(=O)oc2cc(S(=O)(=O)N3CCC(C(N)=O)(N4CCCCC4)CC3)ccc21 | -22 | 12
COCCn1c(SCC(=O)N2CCCC(C)C2)nnc1-c1ccncc1 (centres undefined) | -8 | 18
CCC(c1nnnn1C(C)(C)C)N1CCN(C(=O)c2ccco2)CC1 (centres undefined) | -12 | 16
O=C(NC1CCN(Cc2ccccc2)CC1)c1cc2ccccc2oc1=O | -27 | 14
COc1cc(C(=O)Nc2nnc(Cc3cccc(F)c3)s2)c2ccccc2n1 | -62 | 12
COc1ccc(CN2CCC(O)(c3ccccc3C)CC2)cc1CN(C)C | -62 | 8
C[N+](C)(N)Cc1nc(-c2ccc(Cl)cc2)no1 | 2 | 10
COc1ccc(C2(C(=O)NCCc3nc(-c4ccncc4)n[nH]3)CC2)cc1 | -46 | 8
Cc1nc2ccccc2n1C1CCN(CC(=O)Nc2ccc(Br)cc2)CC1 | -58 | 12
O=C(c1ccc(NC(=O)C23CC4CC(CC(C4)C2)C3)cc1)N1CCCCC1 | -45 | 11
COc1ccccc1CNC(=O)CN1CCC(n2cnc3cccnc32)CC1 | -17 | 11
Cn1c(COc2ccccc2)nnc1SCC(=O)Nc1ccc(Br)cc1 | -4 | 9
Cc1ccccc1CSCCNC(=O)CN1C(=O)c2ccccc2S1(=O)=O | -47 | 10
Cc1ccc2c(c1)nnn2C1CCN(C(=O)Nc2cccc(F)c2)CC1 | -51 | 7
CC(=O)C1=C(O)C(=O)N(CCNCCO)C1c1ccccn1 (centres undefined) | 10 | 12
Cc1onc(-c2c(Cl)cccc2Cl)c1NC1C(=O)N2C1SC(C)(C)C2C(=O)O (centres undefined) | 10 | 9
Cn1c(=O)c2cn3c4ccccc4nc(-c4ccccc4)c3c2n(C)c1=O | -26 | 9
O=C(CSc1nc(-c2cccs2)cc(C(F)(F)F)n1)NC1CCCCCC1 | -62 | 9
COc1ccc(OC)c(NC(=O)CSc2nnc3c(C)cc4ccc(OC)cc4n23)c1 | -24 | 7
Cc1nn(C)c(C)c1-c1cc(C(=O)NCCCc2ccc(F)cc2)[nH]n1 | -99 | 7
Cc1ncc([N+](=O)[O-])n1Cc1nnc(N)s1 | -77 | 11
CCOC(=O)Cc1csc(NC(=O)CSc2nnc3c(C)cc4c(C)cc(C)cc4n23)n1 | 8 | 6

Records listed above marked active in EP2 modulator:
canonical_smiles,EP2 modulator
Nc1sc2c(c1C(=O)c1ccc(Cl)cc1)CCC2,83*
c1ccc(-c2cc(-c3nnc(-c4ccncc4)o3)c3ccccc3n2)cc1,80*

(list continues)
Molecule | EP2 modulator | EP2 antag
Cc1ccnc(NS(=O)(=O)c2cc(Cl)ccc2Cl)c1 | 8 | 15
Cc1ccc(C(=O)Nc2sc3c(c2C(N)=O)CCCCC3)c(Cl)c1 | -78 | 20
Cc1ccc(-c2cc(N)c(=O)n(CC(=O)N3CCCCC3)n2)s1 | -102 | 14
CCOc1ccc(-c2nc(N)sc2CC)cc1 | -29 | 13
NC(=O)C1CCN(C(=O)Cn2nc3c4ccccc4nc(C4CC4)n3c2=O)CC1 | -35 | 11
